HTRA1 inh: inhibitors of human serine peptidase HTRA1; recombinant HTRA1, FP-rhodamine activity-based probe, fluorescence polarization; inhibition, % at 5.96 µM; 340,000 compounds, 0.5% hits; in the data active = inhibition above about 36%;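 also: 0% = enzyme with DMSO and 100% = wells lacking enzyme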
Target sequence (Q92743 whole entry, looked up): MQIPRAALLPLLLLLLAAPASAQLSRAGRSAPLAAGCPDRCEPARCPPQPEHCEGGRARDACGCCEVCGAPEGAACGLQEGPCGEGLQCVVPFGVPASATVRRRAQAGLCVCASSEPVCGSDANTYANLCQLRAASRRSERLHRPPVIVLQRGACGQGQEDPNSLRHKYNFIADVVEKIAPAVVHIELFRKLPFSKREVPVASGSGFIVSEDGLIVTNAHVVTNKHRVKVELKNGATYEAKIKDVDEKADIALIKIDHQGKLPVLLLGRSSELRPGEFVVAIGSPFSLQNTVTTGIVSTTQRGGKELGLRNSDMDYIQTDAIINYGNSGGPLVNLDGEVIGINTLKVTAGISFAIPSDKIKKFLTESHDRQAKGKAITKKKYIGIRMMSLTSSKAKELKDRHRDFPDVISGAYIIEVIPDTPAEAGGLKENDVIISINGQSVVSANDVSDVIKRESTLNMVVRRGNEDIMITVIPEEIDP
GC-B act: GC-B (human) receptor activation | AID 1920062 | P20594 | 370,000 compounds, 0.11% hits | activation, % at 10 µM | HEK293-GC-B cells, CNP EC30, cGMP TR-FRET; 0% at EC30 CNP, 100% saturating CNP;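 active = activation at 10 µM reaching about 35% in either raw or pattern-adjusted values, limit read from the data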
MBD2 DNA inh: MBD2-methylated oligo binding inhibition; Q9UBB5; TR-FRET, MBD2 binding to methylated oligonucleotide; inhibition, % at 4.4 µM; 370,000 compounds, 0.31% hits; AID 686964; in the data active = inhibition above about 13%
LEDGF integ inh: blocks HIV-1 LEDGF/p75-dependent DNA integration | inhibition, % at 3.7 µM | TR-FRET IN-LEDGF/p75 DNA integration, Eu/Cy5 | 370,000 compounds, 0.64% hits;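 active = inhibition above the screen-wide mean plus 3 SD, cut at about 13% in these data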;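 also: signal is the Cy5 over europium emission ratio at 671 and 618 nm; 0% = plate median of compound wells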
TCR-CD3 inh: human TCR-CD3 binding inhibition | inhibition, % at 9.4 µM | 360,000 compounds, 0.37% hits | TAMRA-labeled TCR probe fluorescence, biochemical; in the data active = inhibition above about 19%;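 also: recombinant mutant TCR 2C K166C tagged with TAMRA read by polarization; 0% = receptor in buffer alone and 100% = receptor with positive control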
PRMT1 FP inh: inhibitors of human PRMT1; Q99873; inhibition, % at 2.79 µM; 370,000 compounds, 1.3% hits; recombinant PRMT1, activity-based probe fluorescence polarization; AID 652257;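 active = inhibition above about 21% made by adding two undisclosed values, limit read from the data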
Target sequence (Q99873 whole entry, looked up): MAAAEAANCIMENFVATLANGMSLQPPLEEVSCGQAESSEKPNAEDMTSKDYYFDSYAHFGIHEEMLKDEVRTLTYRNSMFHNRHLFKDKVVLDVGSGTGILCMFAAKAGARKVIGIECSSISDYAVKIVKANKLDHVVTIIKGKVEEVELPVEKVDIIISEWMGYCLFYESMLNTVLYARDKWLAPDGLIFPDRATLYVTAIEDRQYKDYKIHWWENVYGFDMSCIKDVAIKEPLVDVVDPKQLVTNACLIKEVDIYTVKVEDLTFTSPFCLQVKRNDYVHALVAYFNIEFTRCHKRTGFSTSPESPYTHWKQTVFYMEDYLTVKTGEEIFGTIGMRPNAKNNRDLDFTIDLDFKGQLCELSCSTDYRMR
TDP2 absorb: blocks human TDP2 phosphodiesterase activity. recombinant TDP2, T5PNP hydrolysis, p-nitrophenol absorbance 415 nm. 370,000 compounds, 0.34% hits. O95551. inhibition, % at 12.8 µM. AID 720702;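 active = inhibition above the mean of all tested compounds plus 3 SD, set per campaign, cut at about 25% in these data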;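 also: 0% = DMSO with enzyme and 100% = buffer with substrate but no TDP2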
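Read-out basis: percent inhibition. System: recombinant human TDP2. Buffer or medium: Mg2+-containing Tris-HCl buffer, pH 7.5. Repeats: single replicate. Timing: reaction 2 h, 37 °C. Benchmarks: high control without enzyme, low control DMSO plus TDP2. Probe or stimulus: 5 mM T5PNP. Doses: 12.8 µM only. Measured by: epi absorbance of p-nitrophenol freed from T5PNP by hydrolysis.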
rCAG binder: molecules binding r(CAG) RNA repeats. r(CAG) RNA repeat, TO-PRO-1 dye displacement fluorescence. inhibition, % at 3 µM. AID 651821. 370,000 compounds, 1.3% hits;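 active = inhibition above the plate cutoff, the mean of all test compounds on that plate plus 3 SD, cut at about 35% in these data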;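 also: 0% = DMSO alone and 100% = 100 µM mitoxantrone as full dye displacement; higher means more dye released from RNA so lower well fluorescence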
mABHD4 FP: inhibits mouse alpha/beta hydrolase domain 4; Q8VD66; purified mABHD4, FP-Rh probe fluorescence polarization; inhibition, % at 8.92 µM; 370,000 compounds, 0.54% hits; AID 720543;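 active = inhibition exceeding the mean over every tested compound plus 3 SD, cut at about 30% in these data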;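 also: 0% = plate median of compound wells and 100% = S159A mutant with DMSO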
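system = mouse ABHD4 enzyme, wild type | medium = HEPES pH 7.0, NaCl, Pluronic buffer | also added = FP-Rh probe | incubation = Enzyme–compound pre-incubation 45 min, then probe 60 min, both 25 °C | technique = fluorescence polarization, excitation 525 nm, emission 598 nm, BODIPY TMR filters | controls = S159A mutant high control, sample median low control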
SIAE primary: blocks human sialic acid acetylesterase; inhibition, % at 9.66 µM; 370,000 compounds, 0.69% hits; AID 1053197; Q9HAT2; SIAE FP-Rh probe binding, fluorescence polarization;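 active = inhibition above a cutoff: mean of compounds within the control limits plus 3 SD of those, cut at about 17% in these data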;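 also: 0% = plate median of compound wells and 100% = probe without SIAE protein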
* = called active by the depositor; / = not tested or not shown.

SMILES	HTRA1 inh	GC-B act	MBD2 DNA inh	LEDGF integ inh	TCR-CD3 inh	PRMT1 FP inh	TDP2 absorb	rCAG binder	mABHD4 FP	SIAE primary
CCN(CC)S(=O)(=O)c1ccc(/C=C/C(=O)OCC(=O)NCc2cccs2)cc1	0	-4	4	-4	-8	2	0	4	-10	3
COc1ccc(N(/N=C2\Sc3ccccc3C2=O)C(C)=O)cc1	-2	-1	1	2	0	2	14	2	-7	-2
O=[N+]([O-])c1ccc(COc2cccc(CO)c2)cc1	/	-3	3	1	-1	-3	-5	3	-10	2
Cc1ccc(OCc2nnc(SCC(=O)Nc3nccs3)n2-c2ccccc2)cc1C	-4	-3	3	1	-1	-1	0	2	-7	-3
O=[N+]([O-])c1ccc(Oc2ccc(-c3nnco3)cc2)c(Cl)c1	-7	-10	-1	4	4	-4	47*	1	-5	-4
Cc1oc2ccc(OCc3ccc(Br)cc3)cc2c1C(=O)O	-17	-1	1	-6	-2	1	17	33	0	0
CN1CCN(c2ccc3c(c2)Oc2ccccc2CN(Cc2cn(Cc4cccc(C(F)(F)F)c4)nn2)S3(=O)=O)CC1	/	10	0	1	/	-1	-3	8	-1	11
CCCCN(Cc1ccco1)C(=O)c1cc2c(=O)[nH]c3ccc(C)cc3c2s1	-43	10	-5	6	-3	10	-7	6	-12	-6
CN(C)CCN1C(=O)CCC2(C)C1=CCC1C2CCC2(C)C1CCC2(C)O (stereo unspecified)	-3	0	-2	-1	4	-4	6	1	-3	8
CCOC(=O)N/N=C1\CC(C)S(=O)(=O)c2ccc(Cl)cc21 (stereo unspecified)	4	-3	3	-4	-4	3	-12	-3	-1	3
CCOC(=O)Nc1nnc(Cc2ccc(Cl)c(Cl)c2)s1	-9	19	4	-1	12	-1	-11	0	0	-1
COc1ccc(CNC(=S)N/N=C/c2ccc(O)c(OC)c2)cc1	-13	-6	-2	6	-8	3	-22	8	-3	6
CC(=O)C1=C(C)N(Cc2ccccc2)C(=O)N[C@@H]1c1cccc(C(F)(F)F)c1	-6	6	1	2	-2	0	7	-1	0	3
COC(=O)c1ccc(N(CC(=O)NC2CCCC2)C(=O)CNC(=O)c2cccs2)cc1	-1	-1	0	1	2	1	8	3	7	-1
COC(=O)[C@]1(C#N)CC(=O)N(CC(C)C)[C@@H]1c1ccccc1	/	7	3	-2	/	1	0	-1	4	0

12 consecutive entries already listed, quoted:
SMILES	HTRA1 inh	GC-B act	MBD2 DNA inh	LEDGF integ inh	TCR-CD3 inh	PRMT1 FP inh	TDP2 absorb	rCAG binder	mABHD4 FP	SIAE primary
CCN(CC)S(=O)(=O)c1ccc(/C=C/C(=O)OCC(=O)NCc2cccs2)cc1	0	-4	4	-4	-8	2	0	4	-10	3
COc1ccc(N(/N=C2\Sc3ccccc3C2=O)C(C)=O)cc1	-2	-1	1	2	0	2	14	2	-7	-2
O=[N+]([O-])c1ccc(COc2cccc(CO)c2)cc1	/	-3	3	1	-1	-3	-5	3	-10	2
Cc1ccc(OCc2nnc(SCC(=O)Nc3nccs3)n2-c2ccccc2)cc1C	-4	-3	3	1	-1	-1	0	2	-7	-3
O=[N+]([O-])c1ccc(Oc2ccc(-c3nnco3)cc2)c(Cl)c1	-7	-10	-1	4	4	-4	47*	1	-5	-4
Cc1oc2ccc(OCc3ccc(Br)cc3)cc2c1C(=O)O	-17	-1	1	-6	-2	1	17	33	0	0
CN1CCN(c2ccc3c(c2)Oc2ccccc2CN(Cc2cn(Cc4cccc(C(F)(F)F)c4)nn2)S3(=O)=O)CC1	/	10	0	1	/	-1	-3	8	-1	11
CCCCN(Cc1ccco1)C(=O)c1cc2c(=O)[nH]c3ccc(C)cc3c2s1	-43	10	-5	6	-3	10	-7	6	-12	-6
CN(C)CCN1C(=O)CCC2(C)C1=CCC1C2CCC2(C)C1CCC2(C)O (stereo unspecified)	-3	0	-2	-1	4	-4	6	1	-3	8
CCOC(=O)N/N=C1\CC(C)S(=O)(=O)c2ccc(Cl)cc21 (stereo unspecified)	4	-3	3	-4	-4	3	-12	-3	-1	3
CCOC(=O)Nc1nnc(Cc2ccc(Cl)c(Cl)c2)s1	-9	19	4	-1	12	-1	-11	0	0	-1
COc1ccc(CNC(=S)N/N=C/c2ccc(O)c(OC)c2)cc1	-13	-6	-2	6	-8	3	-22	8	-3	6

Other entries follow:
SMILES	HTRA1 inh	GC-B act	MBD2 DNA inh	LEDGF integ inh	TCR-CD3 inh	PRMT1 FP inh	TDP2 absorb	rCAG binder	mABHD4 FP	SIAE primary
COc1ccc(Cl)cc1NC(=O)CSc1nc2sccc2c(=O)[nH]1	-20	-3	-3	-7	-3	5	9	45*	-5	-9
O=S1(=O)CC(N2CCSCC2)CN1Cc1cn(Cc2cccc(Cl)c2)nn1 (stereo unspecified)	/	1	6	0	5	-1	-1	1	-2	7
C[C@@H]1CN([C@@H](C)CO)C(=O)CCCn2nncc2CO[C@H]1CN(C)C(=O)C1CCCCC1	1	2	-1	3	0	-3	-12	2	-1	6
CSc1ccc(S(=O)(=O)N2CCC(C(=O)NC3CC3)CC2)cc1	6	-1	-4	-5	10	-4	7	-1	-1	-8
COc1cc(S(=O)(=O)N2CCCCC2)c(OC)cc1Br	-2	-5	-5	1	4	1	0	-6	-1	3
CC(=O)Nc1ccccc1OC(C)C(=O)N1CC(C)CC(C)C1 (stereo unspecified)	-7	5	-1	1	-6	1	-3	-3	-1	-3
COCCn1nnnc1C(c1ccccc1)N1CCN(C)CC1 (stereo unspecified)	8	3	0	-1	-5	1	9	-2	10	2
COC(=O)Cn1c(O)c(N=NC(=O)CNC(=O)COc2cccc(C)c2)c2ccccc21	-2	-4	1	-1	2	2	13	5	0	2
COc1ccc(NC(=O)NC2CCCc3ccccc32)cc1 (stereo unspecified)	2	4	-3	-3	-10	4	-5	-2	-8	3
COc1ccc(C(OC(=O)c2ccco2)C(=O)NCc2ccc(C)cc2)cc1 (stereo unspecified)	-1	9	2	0	1	-3	1	-3	3	-2
C[C@@H]1C=C[C@](Cc2ccccc2)(C(=O)NCCc2c[nH]c3ccccc23)N1C(=O)c1ccccc1	-18	-11	2	0	4	-2	10	-3	-4	0
CSc1nc2n(n1)C(c1cc(Br)ccc1F)C(C(=O)N(C)C)=C(C)N2 (stereo unspecified)	-1	-6	-7	3	3	-2	8	0	-5	1
CCOC(=O)NC(Nc1nnc(SCC)s1)(C(F)(F)F)C(F)(F)F	2	2	2	-2	-2	-2	0	-1	4	2
Cc1noc(C)c1C(=O)N1CCC2(CC1)Oc1ccc(F)cc1C(=O)C21CC(c2ccc(Cl)cc2)=NO1 (stereo unspecified)	-23	3	5	-1	0	9	-12	7	-6	-5
CCOC(=O)N1CCN(CCC(=O)Nc2ccc(Br)c(C)c2)CC1	1	0	0	1	2	11	-13	-5	-6	1
Cc1c(NC(=O)c2ccc(COc3ccc4ccccc4c3)o2)c(=O)n(-c2ccccc2)n1C	-13	/	0	3	5	-1	-5	2	6	-6
Cc1cc(C(=O)OC(C)C(=O)Nc2cccc(S(=O)(=O)N3CCOCC3)c2)c(C)o1 (stereo unspecified)	0	2	-7	-1	0	1	4	1	5	5
Nc1ccc(C(=O)OCCc2ccccc2)cc1	-7	2	-4	-3	8	2	-1	-4	-6	0
O=C(CN(Cc1ccco1)C(=O)c1cc(=O)[nH]c2ccccc12)Nc1ccccc1C(F)(F)F	3	-1	-7	3	0	1	6	-3	1	3
COCOc1cccc(CN2CCC2(C)C(=O)Nc2ccc(C)cc2)c1 (stereo unspecified)	/	-3	-3	4	-1	-5	-13	1	-6	-5
O=C1NC[C@H](CCCCN2C[C@H](Cc3ccccc3)N(CC3CCCCC3)C(=O)C2=O)N(CC2CCCCC2)C1=O	/	-4	-1	-1	-21	-3	-9	3	-1	0
O=c1c2ccccc2sc2ccc(NCCCN3CCOCC3)cc12	4	-6	-1	-1	4	3	5	-5	13	2
CCn1ncc(CN2CCCC(CNC(=O)c3ccc(F)cc3)C2)c1C (stereo unspecified)	6	-5	0	7	6	0	-10	-3	-2	1
CCS(=O)(=O)N1CCC(C(=O)NCCCN2CCN(c3ccccc3F)CC2)CC1	6	3	-3	3	-5	-2	-17	-4	-4	5
CC(C)(C)c1ccc(OCCCN2CCC(C(O)(c3ccccc3)c3ccccc3)CC2)cc1	/	19	2	-1	/	2	3	4	5	-3
COc1ccc(-c2sc3cc4c(cc3c2C#CC2(O)CCCCC2)OCO4)cc1	-49	-1	7	-1	-8	3	-2	21	-5	6
COc1ccccc1C(c1nnnn1C(C)(C)C)N1CCCc2ccccc21 (stereo unspecified)	-3	-21	1	-2	-1	1	0	1	-1	4
CC(C)(C)NC(=O)C(c1ccc(O)cc1)N(C(=O)Cn1nnc(-c2ccc(F)cc2)n1)c1ccccc1F (stereo unspecified)	-33	-9	-2	0	7	0	1	-1	-22	-4
O=C(Cn1cc(C(F)(F)F)cc(Cl)c1=O)NCc1ccccc1	-5	3	4	-1	-2	4	-9	1	-4	0
CS(=O)(=O)c1ccc(NC(=O)C2CCCN(C(=O)c3ccc(Cl)cc3)C2)cc1 (stereo unspecified)	-5	-4	-1	-6	-4	2	-4	2	1	7
CCOc1ccccc1CN1C(=O)c2ccccc2C1C(=O)NC(C)CC (stereo unspecified)	-5	-7	1	6	-10	-2	-16	5	1	-4
CCOC(=O)c1c(C)nc2c(c1-c1cc(OC)ccc1OC)C(=O)c1ccccc1-2	-4	-2	-1	-3	2	-1	18	-3	12	0
C[C@@H]1CN([C@H](C)CO)C(=O)CCCn2cc(nn2)CO[C@H]1CN(C)C(=O)Nc1ccccc1C(F)(F)F	-1	4	-3	3	-2	-2	-10	3	2	0
CCN1CCN(C(=O)c2cc3cc(Cl)ccc3[nH]2)CC1	-4	0	-4	5	-7	-5	5	3	2	-17
C/C(=N/n1cnnc1)c1cccnc1	-1	3	-1	-3	-3	-5	-3	1	8	2
CCOC(=O)c1c(-c2ccccc2)csc1NC(=O)CSc1nc(C)cc(C)n1	-22	7	-2	2	8	-2	-5	3	-23	4
COc1ccc([N+](=O)[O-])cc1N(CC(O)CN(C)C)S(=O)(=O)c1ccc(C)cc1 (stereo unspecified)	3	-2	-2	5	-10	-4	-9	5	0	5

Bioassay records from PubChem.

The list is partial; count on the stated rates, not on these rows.
